uPA generation = cell surface uPA generation inhibition. cell surface uPA generation assay, qHTS. Potency, µM (top dose mostly 38.3 µM), without a hit: at the top dose activity change, negative = inhibition, actives largely listed as inhibitors. hit rate 0.31% among 330,000. AID 540303; active = well fitted inhibition curve with a large enough effect; inconclusive = small, poorly fitted or top-dose-only effect; inactive = no such curve, though single readings can be large or run the other way; tested in mouse RAW 264.7 cells; also: potency is read from the fitted curve at half-maximal effect; % is scaled to controls: 0 for no effect and ±100 for the full control effect; nearly all actives have a fitted effect of over 55% in size
p53 reactivator = restores transcriptional activity of mutant p53; H1299 p53-A138V BP100-luciferase reporter, luminescence, 24 h; Potency, µM (doses to about 92.2 µM), without a hit: at the highest dose activity change, positive = activation, actives largely listed as activators; hit rate 0.063% among 320,000; also: potency is read from the fitted curve at half-maximal effect; % of control where 0% means no effect; nearly all actives have a fitted effect of over 45% in size
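p53-null H1299 cells stably carrying temperature-sensitive p53-A138V and a BP100-luciferase reporter were pinned with compounds (4-point, 1:5 series) and held 24 hrs at 37 deg C. Luminescence was read 10 min after detection reagent.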
ELG1 genotox = induces genotoxicity in HEK293T cells with luciferase-tagged ELG1; HEK293T ELG1-luciferase reporter, luminescence, 16 h; Potency, µM (highest dose often 46 µM), for the others: top-dose activity change, positive = activation, actives largely listed as activators; hit rate 1.3% among 330,000; also: potency is read from the fitted curve at half-maximal effect; % of control where 0% means no effect; nearly all actives have a fitted effect of over 60% in size
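16 hr compound incubation (37 °C, 5% CO2) of HEK293T cells carrying luciferase-tagged ELG1; luciferase then measured by ONE-Glo luminescence after 30 min at RT.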
USP2a block = USP2a (human) protease inhibition; O75604; USP2 core, Ub-CHOP2 coupled fluorogenic reporter, 485/531; Potency, µM (titrated, usually from 38.3 µM), for the others: at the top dose activity change, negative = inhibition, usual class: inhibitors; hit rate 0.01% among 330,000;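 also: potency is read from the fitted curve at half-maximal effect; plate controls were DMSO wells for no effect and full inhibition by NEM control for full effect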
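Cell-free coupled assay: 10nM USP2 core preincubated 30min RT with compound in Tris-HCl pH 8.0/CaCl2/CHAPS buffer, then 25nM Ub-CHOP2 and 25nM reporter substrate; fluorescence (Ex 485/Em 531) read after 60min RT, normalized to NEM inhibition, concentration-response curves fitted.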
TSG101-PTAP inh = blocks PTAP/TSG101 interaction to inhibit HIV-1 budding; Fluorescence polarization, FITC-PTAP peptide / Tsg101 binding; Potency, µM (series often up to 115 µM), inactives show at the top dose activity change, negative = inhibition, actives largely listed as inhibitors; 340,000 tested, under 10 active; AID 493005; active = well fitted inhibition curve with a large enough effect in the main read-out, with a control signal flat, not every such curve was filed as active; inconclusive = small, poorly fitted or top-dose-only effect, or effect the other way, or a change in a side signal; inactive = no such curve, though single readings can be large or run the other way; also: potency is read from the fitted curve at half-maximal effect; % of control where 0% means no effect
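Tsg101 binding domain (10 uM final) was mixed with compound and a FITC-labeled PTAP peptide (50 nM final) in HEPES pH 7.5 buffer with NaCl, Tween 20, EDTA and TCEP; fluorescence polarization was read after 20 min at r.t.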
TRPV1 ag = activates the human vanilloid receptor TRPV1; TRPV1-expressing cells, Fluo-8 calcium influx, agonist mode; activation, % at 8.33 µM; hit rate 0.19% among 320,000; AID 540275; in the data active = activation above about 80%; inconclusive = between about 30% and that limit; also: 0% is about no effect
Target sequence (Q8NER1 whole entry, looked up): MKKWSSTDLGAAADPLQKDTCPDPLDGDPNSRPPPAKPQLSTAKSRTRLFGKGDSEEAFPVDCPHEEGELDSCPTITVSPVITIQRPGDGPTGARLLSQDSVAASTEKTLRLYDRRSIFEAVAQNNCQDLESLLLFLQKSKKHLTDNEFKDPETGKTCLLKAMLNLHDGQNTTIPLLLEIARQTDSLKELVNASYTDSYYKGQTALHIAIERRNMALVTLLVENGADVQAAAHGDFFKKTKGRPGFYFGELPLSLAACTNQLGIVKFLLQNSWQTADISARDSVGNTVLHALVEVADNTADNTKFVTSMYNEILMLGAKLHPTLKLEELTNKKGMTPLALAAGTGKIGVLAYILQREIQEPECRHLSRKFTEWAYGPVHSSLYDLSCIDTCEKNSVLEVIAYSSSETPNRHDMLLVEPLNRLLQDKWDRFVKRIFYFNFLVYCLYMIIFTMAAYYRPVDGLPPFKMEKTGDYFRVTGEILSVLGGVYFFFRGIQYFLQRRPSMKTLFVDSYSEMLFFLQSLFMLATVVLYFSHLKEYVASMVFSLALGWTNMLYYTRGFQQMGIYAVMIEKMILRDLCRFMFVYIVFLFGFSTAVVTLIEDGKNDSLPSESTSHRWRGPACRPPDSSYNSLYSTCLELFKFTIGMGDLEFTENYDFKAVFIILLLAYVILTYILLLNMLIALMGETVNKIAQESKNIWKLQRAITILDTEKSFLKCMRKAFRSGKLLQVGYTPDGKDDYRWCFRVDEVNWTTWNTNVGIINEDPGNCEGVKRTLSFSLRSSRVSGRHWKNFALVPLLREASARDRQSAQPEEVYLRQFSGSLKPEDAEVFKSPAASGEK
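Fluo-8 calcium influx in TRPV1-expressing cells, kinetic read (ex 480/em 520 nm). Compound added and read 3 min for agonist activity, followed by capsaicin at EC20 final and 2 min further read for enhancement.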
ASM inhibitor = inhibitors of human secretory acid sphingomyelinase | P17405 | placental ASM, HMU-PC fluorogenic substrate, 60 min | Potency, µM (highest dose often 57.5 µM), for the others: at the highest dose activity change, negative = inhibition, actives largely listed as inhibitors | hit rate 0.006% among 340,000 | AID 504937; also: potency is read from the fitted curve at half-maximal effect
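HMU-PC0 cleavage (9 uM final) by human placental ASM, 60 min at 37 °C following 10 min compound exposure at RT; stopped at pH 10, fluorescence Ex 386/Em 447 nm.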
a7 integrin act = activators of alpha7 integrin expression for muscular dystrophy; alpha7betagal myoblasts, beta-gal FDG fluorescence, 48 h; Potency, µM (top dose mostly 38.3 µM), without a hit: top-dose activation, hits mostly activators; hit rate 0.064% among 350,000;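 also: potency is read from the fitted curve at half-maximal effect; 100% = response of the positive control SU9516; nearly all actives have a fitted effect of over 60% in size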
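alpha7betagal+/- myoblasts (passage 13, 250/well) treated 48 h at 37C with compounds at 1:260 dilution of DMSO stock. Lysed, then beta-galactosidase activity read as FDG fluorescence (ex 480/em 540) after 30 min, with pre-read for autofluorescence.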
Eya2 inh = blocks the phosphatase activity of human Eya2. recombinant Eya2, OMFP fluorescence dephosphorylation (OMFP is methylfluorescein phosphate). Potency, µM (top dose mostly 76.9 µM), for inactives: at the highest dose activity, negative = inhibition, most hits filed as inhibitors. hit rate 0.006% among 330,000. AID 488837; also: potency is read from the fitted curve at half-maximal effect; % is scaled to controls: 0 for no effect and ±100 for the full control effect
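Eya2 protein (added as 0.2 uM solution) was preincubated with compound for 10 min at ambient temperature in 50 mM HEPES pH 7.5, 50 mM NaCl, 5 uM MgCl2, 0.05% BSA, 1 mM DTT. OMFP (added at 50 uM) then reacted 10 min; fluorescence read at 485/525 nm.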
BRCA1 expr up = activators of BRCA1 expression | hit rate 1.1% among 380,000 | Potency, µM (top dose mostly 46.1 µM), inactives show at the highest dose activation, usual class: activators | MCF7-BRCA1-FFLuc reporter, luminescence, 48 h; response scale: scaled: vehicle 0%, 10 µM genistein 100% | AID 624202; also: potency is read from the fitted curve at half-maximal effect; nearly all actives have a fitted effect of over 80% in size; some results filed as inactive show a strong effect at the top dose
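Luminescence from a BRCA1-driven firefly luciferase in MCF7 cells was read after 48 h compound exposure at 37 C. Data normalized against DMSO and a 10microM genistein activation control, then curve-fitted across the titration.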
B2AR arrestin = agonists driving beta-arrestin recruitment to human beta2-adrenergic receptor; beta-arrestin recruitment to beta2AR, cell-based reporter; Potency, µM (doses to about 46.1 µM), inactives show at the highest dose activation, usual class: activators; hit rate 0.02% among 330,000;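 also: potency is read from the fitted curve at half-maximal effect; 0% = DMSO controls and full agonism = EC100 isoproterenol or metaproterenol; nearly all actives have a fitted effect of over 65% in size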
* hit, by the source's call; ? = inconclusive; / = no result given; & = joins results of further samples; [ ] = remark or other dose. Unless noted, calls follow the shape of the dose curve; as a rule, active = well fitted curve in the direction sought with a large enough effect; inconclusive = small, poorly fitted or top-dose-only effect, or another doubt; inactive = no such curve, though single readings can be large; an effect the other way counts as inactive or inconclusive.

SMILES	uPA generation	p53 reactivator	ELG1 genotox	USP2a block	TSG101-PTAP inh	TRPV1 ag	ASM inhibitor	a7 integrin act	Eya2 inh	BRCA1 expr up	B2AR arrestin
CCOC(=O)c1cnn2c(C(F)(F)F)cc(-c3ccco3)nc12	6%	-2%	-9%	1%	-13%	4	/	8%	8%	-45%	0.3%
O=C(CSc1nnc2c(n1)[nH]c1ccc(S(=O)(=O)N3CCOCC3)cc12)Nc1ccc(F)c(F)c1	1%	2%	-2%	-8%	-5%	8	-21%	19%	15%	3%	0.0%
Cc1ccc2c(Cl)c(C(=O)Nc3cc(C)on3)sc2c1	1%	13%	8.2µM*	1%	0%	-2	7%	10%	0%	44%	0.0%
CN1C(=S)N(c2cccnc2)C(=O)/C1=C\c1ccc(C(C)(C)C)cc1	?	15%	-5%	1%	-5%	3	-21%	-54%[inhibitor]	-13%	-61%	0.3%
Cc1cc(C=O)c(C)n1-c1ccc(N2CCOCC2)cc1	1%	-11%	-1%	3%	-7%	2	4%	19%	1%	15%	-0.5%
Cc1ccc(C)c2[nH]c(=O)c(C(c3nnnn3Cc3ccccc3)N3CCc4ccccc4C3)cc12 (stereo unspecified)	/	-2%	-3%	4%	-5%	-2	5%	13%	8%	-29%	-0.8%
COc1ccccc1N1CCN(Cc2cc3c(cc2O)OCO3)CC1	-2%	11%	-13%	-1%	-3%	6	2%	-19%	15%	-6%	0.1%
COc1ccc(CCNC(=O)c2cc(S(=O)(=O)N(C)c3ccccc3)ccc2Cl)cc1	-4%	-13%	-7%	4%	0%	-2	-8%	-6%	-2%	-40%	-0.3%
CCNS(=O)(=O)c1ccc(CCC(=O)NCc2ccc(C)cc2)cc1	1%	-3%	0%	0%	-2%	-1	-3%	-3%	2%	-9%	-0.3%
O=C(Nc1cccc(C(F)(F)F)c1)c1cc2c(=O)c3ccccc3oc2nc1C(F)(F)F	/	4%	-9%	-1%	-1%	-5	-26%	17%	-17%	-35%	0.2%
Cc1ccc(C(C(=O)Nc2ccc3c(c2)OCO3)N(C)C(=O)/C=C\c2ccc3c(c2)OCO3)cc1 (stereo unspecified)	15%	-9%	2%	-13%	1%	3	-11%	-5%	8%	-37%	-1.1%
Cc1ccc(NC(NC(=O)Cc2ccccc2)C(Cl)(Cl)Cl)cc1 (stereo unspecified)	-5%	0%	-1%	-1%	-3%	19	-1%	-4%	-20%	-33%	-0.7%
O=C(Cc1cccc2ccccc12)N/N=C/c1ccc(OC(=O)/C=C/c2ccco2)cc1	-3%	1%	-8%	3%	-2%	0	-13%	0%	2%	-13%	-0.5%
Cc1ccc(Cn2ccsc2=NC(=O)COC(=O)C(C)C)cc1	3%	0%	8%	3%	0%	1	3%	-8%	0%	0%	0.0%
CCc1cc[n+](C(C(=S)Nc2cccc(C)c2)=C([O-])c2ccc(C)c([N+](=O)[O-])c2)cc1	-7%	/	/	/	1%	/	-5%	-8%	/	-30%	/
Cc1ccc(N(C(=O)CCC(=O)Nc2nccs2)C(C(=O)NC(C)(C)C)c2ccc(O)cc2)cc1 (stereo unspecified)	-2%	-4%	-1%	0%	0%	-3	-2%	14%	3%	-9%	-0.1%
Cc1ccc2oc(C(=O)Nc3nnc(C)s3)c(C)c2c1	-3%	28%	5.8µM*	1%	-5%	6	1%	33%	-1%	?	0.3%
OC(Cn1ccnc1)c1ccc(Cl)cc1Cl (stereo unspecified)	6%	0%	0%	1%	0%	-1	2%	21%	3%	1%	-1.0%
O=C(O)C1CCCCC1C(=O)Nc1cc(C(F)(F)F)ccc1Cl (stereo unspecified)	9%	4%	0%	-2%	-1%	1	3%	-5%	9%	-3%	-0.4%
O=C(O)c1ccccc1C(=O)N1CCN(S(=O)(=O)c2cccc(C(F)(F)F)c2)CC1	2%	-2%	1%	4%	-4%	/	2%	7%	6%	-24%	3.7%
COCCNC(=O)C(c1ccco1)N(C(=O)Cn1nnc2ccccc21)c1cccc(C)c1C (stereo unspecified)	-6%	-4%	3%	0%	-4%	-7	2%	-14%	3%	-5%	-0.2%
COc1ccc(NC(=O)c2cc3c([nH]c4ccccc43)c(C)n2)cc1	0%	-14%	4%	-1%	4%	-4	0%	20%	-2%	-43%	-1.4%
N=c1ccn(CC(=O)NC(N)=O)c2ccccc12	3%	13%	2%	-1%	-5%	-1	-2%	22%	-1%	-4%	-0.2%
O=C(O)CCCN=CC1=C(O)C(C(=O)c2ccccc2)CCC1=O (stereo unspecified)	-2%	-3%	1%	3%	-3%	2	-1%	23%	3%	-11%	-0.4%
COc1ccc(C(=O)c2oc3ccc(Br)cc3c2NC(C)=O)cc1	-11%	-2%	1%	3%	-3%	13	23%	-13%	-22%	15%	-0.2%

The results go on.
SMILES	uPA generation	p53 reactivator	ELG1 genotox	USP2a block	TSG101-PTAP inh	TRPV1 ag	ASM inhibitor	a7 integrin act	Eya2 inh	BRCA1 expr up	B2AR arrestin
COc1ccc(C2C(C(C)=O)=C(O)C(=O)N2CCCn2ccnc2)cc1OC (stereo unspecified)	2%	14%	1%	3%	-1%	-2	5%	-7%	-2%	-3%	0.5%
Cc1ccccc1CSCC(=O)NC(=O)NCc1ccco1	-8%	3%	0%	-9%	0%	-6	-3%	-14%	6%	14%	2.9%
Cc1cccc(C)c1OCCOC(=O)c1n[nH]c2ccccc12	0%	4%	-3%	0%	-2%	2	-13%	-17%	-33%	27%	0.2%
COc1ccccc1CNc1ncnc2nc[nH]c12	-9%	-2%	0%	7%	0%	-6	-4%	-29%	1%	3%&7%&24%	0.7%
CC(C)=CCC/C(C)=C/CNC(=O)C[C@H]1C[C@H](C(=O)N2CCCCC2)[C@@]2(CCc3ccccc3)c3[nH]c4cc(CCC(=O)N(C)C)ccc4c3CCN2C1=O	-1%	-1%	6%	1%	-1%	/	2%	3%	4%	17%	-0.8%
O=C(NCCNc1ccc([N+](=O)[O-])cc1)c1ccc(Cl)cc1	10%	-1%	-10%	3%	2%	21	-2%	7%	-21%	-26%	0.0%
Cc1cc(NC(=O)/C(C#N)=C/c2ccc(-c3cccc(C(F)(F)F)c3)o2)n(-c2ccccc2)n1	1%	-2%	0%	6%	1%	4	-2%	22%	-5%	-16%	-0.2%
CCCNc1nc(N2CCCC2)nc(N2CCCC2)n1	2%	-1%	-13%	-1%	-4%	6	-3%	-44%	1%	-29%	-0.4%
Cn1c(=O)c(=O)n(C)c2cc(S(=O)(=O)N3CCOc4ccccc43)ccc21	0%	1%	-1%	2%	-1%	3	-4%	-3%	-19%	-19%	0.0%
COc1ccc(NC(=O)c2ccc(Cl)c(S(=O)(=O)NCC3CCCO3)c2)c(OC)c1 (stereo unspecified)	13%	-4%	-4%	0%	1%	-4	-3%	-16%	-1%	3%	0.5%
Cc1cc(NC(=O)Cn2c(=O)oc3ccc(Cl)cc32)no1	-14%	-9%	3%	-1%	-1%	-1	3%	-1%	-7%	-3%	-0.1%
CCOc1ccc(CCNC(=O)c2cc3sccc3n2C)cc1OCC	-1%	-16%	-11%	3%	0%	21	-2%	-9%	5%	-14%	-0.8%

Quoted at random: 7 records from the list.
SMILES	uPA generation	p53 reactivator	ELG1 genotox	USP2a block	TSG101-PTAP inh	TRPV1 ag	ASM inhibitor	a7 integrin act	Eya2 inh	BRCA1 expr up	B2AR arrestin
Cc1cccc(C)c1OCCOC(=O)c1n[nH]c2ccccc12	0%	4%	-3%	0%	-2%	2	-13%	-17%	-33%	27%	0.2%
Cc1ccccc1CSCC(=O)NC(=O)NCc1ccco1	-8%	3%	0%	-9%	0%	-6	-3%	-14%	6%	14%	2.9%
Cn1c(=O)c(=O)n(C)c2cc(S(=O)(=O)N3CCOc4ccccc43)ccc21	0%	1%	-1%	2%	-1%	3	-4%	-3%	-19%	-19%	0.0%
COc1ccc(NC(=O)c2ccc(Cl)c(S(=O)(=O)NCC3CCCO3)c2)c(OC)c1 (stereo unspecified)	13%	-4%	-4%	0%	1%	-4	-3%	-16%	-1%	3%	0.5%
CCOc1ccc(CCNC(=O)c2cc3sccc3n2C)cc1OCC	-1%	-16%	-11%	3%	0%	21	-2%	-9%	5%	-14%	-0.8%
COc1ccccc1CNc1ncnc2nc[nH]c12	-9%	-2%	0%	7%	0%	-6	-4%	-29%	1%	3%&7%&24%	0.7%
Cc1cc(NC(=O)/C(C#N)=C/c2ccc(-c3cccc(C(F)(F)F)c3)o2)n(-c2ccccc2)n1	1%	-2%	0%	6%	1%	4	-2%	22%	-5%	-16%	-0.2%

High-throughput results: PubChem, National Center for Advancing Translational Sciences (NCATS)
